Screening results deposited in PubChem by several laboratories.
E-sel TNF inh = E-selectin induction blockers in HUVEC – imaging, immunofluorescence, high content, primary screen. HUVEC TNFa-induced E-selectin immunofluorescence. inhibition, % at 2 µM. actives 0.71% (n = 120,000). AID 1246, 2008;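 active = inhibition above the batch mean plus 3 SD, and confirmed as a hit on visual image review, cut at about 43% in these data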;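 also: 0% = TNF-stimulated DMSO wells and 100% = unstimulated control wells; not every result past the cut was called active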
MRP1 act = H69AR viability gain despite doxorubicin, primary screen, MRP-1 activator project, H69AR cells, CellTiter-Glo; actives 0.61% (n = 140,000); AID 799, 2007; viability increase, % at 10 µM; viability rescue;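 active = viability gain under doxorubicin at or above a set limit, the compound median plus 3 SD, cut at about 4.7% in these data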;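 also: MRP-1 overexpressing cells given doxorubicin 25 µM after compound pretreatment; 18-22 h compound pretreatment then 72 h with doxorubicin before readout; 0% = doxorubicin-only wells and 100% = vehicle-treated cells without doxorubicin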
Yeast growth inh = growth inhibitors of yeast BB579 in restrictive medium, primary screen, yeast lifespan-shortening project, S. cerevisiae | inhibition, % at 10 µM | actives 0.51% (n = 140,000) | OD615, 48 h;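 active = inhibition above a set limit, 3 SD over the mean compound inhibition, cut at about 44% in these data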; also: inactives centre near -24
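controls = amphotericin B 10 µg/mL, positive | assay system = DeaD yeast strain BB579 | schedule = 48 h compound exposure at 30 °C after 4 h preincubation | detection = OD615 turbidity measurement | medium = restrictive CSMM-D medium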
GALR2 antag = GALR2 antagonists in receptor-expressing cells, primary screen; Galanin receptor type 2 (Homo sapiens), O43603; antagonist mode; inhibition, % at 4 µM; actives 0.39% (n = 140,000); in the data active = inhibition above about 27%;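 also: cells stimulated with galanin 1-16 at roughly its EC80; 0% = agonist challenge control and 100% = basal control without agonist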
Target sequence (O43603 whole entry, looked up): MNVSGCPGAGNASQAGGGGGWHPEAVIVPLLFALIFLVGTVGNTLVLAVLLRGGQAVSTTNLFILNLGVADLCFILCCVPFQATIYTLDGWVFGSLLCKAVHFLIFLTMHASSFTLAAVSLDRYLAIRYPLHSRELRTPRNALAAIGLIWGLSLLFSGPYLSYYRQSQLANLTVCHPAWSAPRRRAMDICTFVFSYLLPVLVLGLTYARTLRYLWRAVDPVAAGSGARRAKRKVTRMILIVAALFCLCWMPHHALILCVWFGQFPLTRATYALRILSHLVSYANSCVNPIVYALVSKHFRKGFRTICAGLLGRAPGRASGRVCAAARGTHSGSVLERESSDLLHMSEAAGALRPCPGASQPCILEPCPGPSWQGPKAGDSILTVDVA
HCT116 bCat-KO = primary screen for growth suppressors in beta-catenin knockout HCT116 cells (colon tumor, human). HCT116 beta-catenin knockout viability, CellTiter-Glo, 60 h; hits give low values. viability, % at 10 µM. actives 1.5% (n = 140,000);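 active = viability at or under a set limit, the compound median less 4 SD, cut at about 6% in these data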;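 also: 0% = Hyamine 1622 control at 20 µM and 100% = untreated cell control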
Measles CPE = compounds protecting cells from measles virus cytopathic effect, primary screen, measles RdRp inhibitor project, single point, MLSMR library, absorbance | Measles virus-infected cells, CPE protection | protection (pct of control), % at 4 µM | actives 1.5% (n = 140,000); in the data active = protection mostly above about 24%, no sharp cut-off; inactive = mostly below about 26%; also: some compounds called inactive have numbers as strong as hits
Phagocyt inh = inhibitors of macrophage phagocytosis, primary screen, imaging, J774A.1 cells, IgG beads. AID 1029, 2008. J774A.1 macrophage IgG-bead phagocytosis. actives 0.07% (n = 110,000). inhibition, % at 5 µM;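 active = inhibition above the mean of the plate negative controls plus 5 SD, cut at about 13% in these data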;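 also: phagocytic index as fraction of beads internalized from green versus red external bead signal; plate controls were DMSO negative control for no effect and cytochalasin-D positive control for full effect; some results beyond the cut were filed as inactive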
NPY Y2 blocker = NPY-Y2 receptor antagonists, primary screen, cell-based; Neuropeptide Y receptor type 2 (Homo sapiens), P49146; AID 793, 2007; actives 0.99% (n = 140,000); NPY-Y2 expressing cells, antagonist mode; inhibition, % at 2.7 µM; in the data active = inhibition above about 17%;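 also: 0% = vehicle with agonist challenge and 100% = reference antagonist with challenge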
Target sequence (P49146 whole entry, looked up): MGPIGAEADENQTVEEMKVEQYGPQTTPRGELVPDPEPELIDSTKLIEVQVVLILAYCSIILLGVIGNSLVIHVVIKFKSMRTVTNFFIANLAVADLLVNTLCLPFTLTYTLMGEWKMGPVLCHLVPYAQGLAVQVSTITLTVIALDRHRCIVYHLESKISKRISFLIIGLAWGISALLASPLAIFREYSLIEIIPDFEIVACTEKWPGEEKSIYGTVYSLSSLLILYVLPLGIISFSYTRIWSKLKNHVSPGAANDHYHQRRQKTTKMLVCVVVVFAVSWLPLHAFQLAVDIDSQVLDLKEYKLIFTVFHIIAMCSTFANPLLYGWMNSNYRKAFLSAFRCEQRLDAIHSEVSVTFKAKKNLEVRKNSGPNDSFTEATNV
PTEN del growth = growth suppression of PTEN-null HCT116, primary screen, cell-based, CellTiter-Glo. HCT116 PTEN-null viability, 60 h; hits give low values. viability, % at 10 µM. actives 1.2% (n = 140,000). AID 827, 2007;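 active = viability at or below a set limit, 4 SD under the median of all tested compounds, cut at about 3.7% in these data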;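 also: PTEN knockout HCT116 line with beta catenin targeted HCT116 as companion control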
Yeast lifespan up = compounds extending yeast replicative lifespan, primary screen, S. cerevisiae, OD615; inhibition of the nicotinamide effect, % at 10 µM; actives 0.68% (n = 130,000); S. cerevisiae growth with nicotinamide; deaD strain in restrictive glucose medium;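 active = inhibition above a set limit, placed 3 SD over the median of all compounds, cut at about 26% in these data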;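 also: 0% = nicotinamide-treated wells and 100% = cells grown without nicotinamide; some compounds called inactive have numbers as strong as hits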
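Assay system: engineered S. cerevisiae DeaD replicative-lifespan strain, galactose-grown log-phase cells; medium: restrictive CSMM-D dextrose medium; also added: nicotinamide, 1.5 mM, co-present with compound; schedule: 48 h compound exposure at 30 °C, humidified; detection: absorbance at 615 nm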
The depositor's hits bear a star; · = not tested or not shown.

SMILES	E-sel TNF inh	MRP1 act	Yeast growth inh	GALR2 antag	HCT116 bCat-KO	Measles CPE	Phagocyt inh	NPY Y2 blocker	PTEN del growth	Yeast lifespan up
Fc1ccc(Oc2ncccn2)c(F)c1	·	-1.1	1.8	8.6	97.7	17.8	·	2.1	91.3	0.3
COc1ccccc1Nc1ncccc1C(=O)NCc1ccccc1	16.4	-1.6	-40.9	-5.7	89.1	2.0	1.2	4.2	87.7	-17.0
CCOc1ccc(CN2CCN(CC(O)Cn3c4ccccc4c4ccccc43)CC2)cc1 (stereo not given)	8.9	-4.5	-55.5	-17.0	1.5*	6.1	-1.1	8.8	1.6*	0.0
CC(C)CC1(C(=O)NCc2ccccn2)C=CCN1C(=O)c1ccccc1 (stereo not given)	·	-0.9	-42.4	10.1	93.8	3.1	·	0.8	102.3	3.1
CS(=O)(=O)N1CCC(C(=O)NCCN2CCN(Cc3ccccc3)CC2)CC1	-1.2	-1.2	2.3	17.0	88.5	4.0	2.7	0.2	101.0	-15.1
Cc1ccc(Nc2c3c(nc4ncnn24)CC(C)CC3)cc1 (stereo not given)	-2.0	-3.9	-4.5	-2.9	70.4	7.8	0.7	2.4	72.7	-16.8
O=C(Nc1ccccc1Cl)c1cnccn1	26.3	0.9	-20.0	-8.2	103.5	22.7	-1.2	2.4	102.6	-11.0
CC(=O)Nc1ccc(NC(=O)CSc2ccc(C)cc2)cc1	-3.1	-0.9	-33.0	1.4	100.9	9.1	-0.9	3.9	110.8	4.4
CCC(=O)c1ccc(OCc2ccc(C(=O)OC)cc2)cc1	13.7	-0.8	-32.7	1.4	73.3	4.8	-4.0	5.0	79.3	-4.1
CCOc1ccc(N(Cc2cc3ccc(C)cc3[nH]c2=O)C(=O)COC)cc1	-5.3	-1.6	-5.0	-6.5	88.3	14.6	1.2	0.6	99.8	-11.7
Cc1sc2nc3c4ccccc4c(NCc4ccco4)nn3c(=O)c2c1C	·	-1.3	-61.3	-4.5	60.6	2.8	-4.7	2.4	60.5	-13.8
CCOC(=O)N1CCC(Nc2c(NCCCN3CCN(CC)CC3)c(=O)c2=O)CC1	-2.7	-0.6	-29.4	-11.5	97.0	3.6	·	2.8	97.8	-7.1

Single entries from above.
CCOC(=O)N1CCC(Nc2c(NCCCN3CCN(CC)CC3)c(=O)c2=O)CC1 | Yeast growth inh = -29.4
CCOc1ccc(CN2CCN(CC(O)Cn3c4ccccc4c4ccccc43)CC2)cc1 (stereo not given) | MRP1 act = -4.5

Later entries.
SMILES	E-sel TNF inh	MRP1 act	Yeast growth inh	GALR2 antag	HCT116 bCat-KO	Measles CPE	Phagocyt inh	NPY Y2 blocker	PTEN del growth	Yeast lifespan up
CSCCC(NC(C)=O)C(=O)OCC(=O)N(c1ccccc1)c1ccccc1 (stereo not given)	·	-0.7	-29.3	18.4	98.2	4.4	-4.5	2.5	92.4	-0.6
Cc1sc2nc(SC(C)C)nc(N)c2c1C	34.3	0.3	-64.3	-7.8	101.2	4.3	1.3	2.7	100.4	-12.6
CC(=O)c1ccc2c(c1)Cc1cc(C(C)=O)ccc1-2	·	1.2	-4.8	5.6	83.8	·	-3.5	-3.2	80.0	-7.5
N#Cc1c(SCC(N)=O)nsc1SCc1ccc(Cl)cc1	-13.9	-0.7	-73.0	1.9	88.0	4.5	2.6	0.1	100.0	-1.6
CC(OC(=O)CCc1nc2ccccc2c(=O)[nH]1)C(=O)c1ccc(C(C)(C)C)cc1 (stereo not given)	-6.6	-1.5	-17.0	2.9	96.3	3.5	-2.6	2.7	89.0	3.1
COC(=O)c1ccccc1N1C(=O)[C@@H]2C(c3ccc(F)cc3)=NO[C@@H]2C1=O	67.5*	-1.3	-38.7	-0.5	92.5	6.5	1.1	1.6	85.1	-28.6
CC(=O)N1N=C(c2ccccc2O)OC1(C)CC(=O)Nc1ccccc1 (stereo not given)	·	-1.1	-28.0	7.4	92.8	5.5	-6.2	0.9	105.2	5.6
O=C(/C=C/Nc1ccc(Br)cc1F)c1ccccc1	·	-2.7	-69.5	-0.1	73.4	24.3	-5.5	0.8	72.6	-4.3
CC1(C)Cc2c(sc3c2c2ncnn2c2nnc(SCC(=O)NCc4ccco4)n32)CO1	·	-2.3	-43.7	1.1	88.7	5.2	-0.4	-0.9	94.7	-4.8
COc1ccccc1NS(=O)(=O)c1cc(NC(=O)Cn2cnc3c2c(=O)n(C)c(=O)n3C)ccc1C	·	-2.9	-15.3	19.6	80.6	25.2	14.2	-0.6	77.1	19.2
c1cc(-c2nnc3sc(C4CCCCC4)nn23)ccn1	·	-4.0	-38.3	-8.6	78.8	4.6	-0.6	2.8	66.2	-5.9
Cn1c(-c2sc3cc(C(F)(F)F)cnc3c2-c2ccccc2)n[nH]c1=S	20.2	-2.2	-29.9	-5.8	93.5	23.1	-1.3	2.5	100.5	-6.2
CN1CCc2c(sc3c2C(=O)NC(c2ccccc2)N3)C1 (stereo not given)	3.5	-1.6	7.8	11.5	88.2	3.3	-1.3	0.8	93.1	1.6
O=c1c2c3c(sc2ncn1/N=C/c1ccc([N+](=O)[O-])o1)CCCC3	-12.7	-5.9	25.0	-6.7	96.0	3.4	·	-2.9	90.2	65.3*
CSCc1cc(N2CCOCC2)nc(SCc2ccc(Cl)cc2Cl)n1	12.0	-1.0	-36.3	-6.5	66.8	71.8*	-0.8	0.3	59.0	-11.2
CCN(CC)S(=O)(=O)c1csc(C(=O)OCC(=O)c2ccccc2)c1	-19.6	1.2	-31.4	11.5	94.3	6.8	·	0.9	98.9	·
CCCNC(=O)C(=O)N/N=C/c1cccs1	·	0.3	-14.5	5.0	101.3	50.1*	-11.3	-2.0	107.6	-4.3
COC(=O)c1cc(NC(=O)C2CC2)cc(C(=O)OC)c1	-12.6	-0.4	-54.2	-4.3	106.5	3.3	-0.8	3.3	93.1	-19.3
Cn1c(SCc2nn[nH]n2)nc2c1c(=O)n(Cc1ccccc1Cl)c(=O)n2C	-7.6	0.2	-18.5	-9.1	107.8	18.3	0.9	0.8	92.8	0.5
Cc1ccc(S(=O)(=O)CCC(=O)NCc2ccco2)cc1	3.0	-0.4	-31.4	8.4	85.8	19.3	·	0.2	82.5	-14.6
Cc1ccc(CC2CC(=O)N(c3cc(C)on3)C2=O)cc1 (stereo not given)	·	-0.7	15.9	7.1	92.0	3.8	-0.2	2.8	97.9	-4.6
COCCCNC(=O)c1cc2c(=O)n3cc(C)ccc3nc2nc1NCC1CCCO1 (stereo not given)	-5.4	-2.2	-34.0	-10.0	91.5	14.6	-8.9	2.7	87.7	10.5
COCCOC(=O)c1c(C)oc2ccc(OCc3ccccc3)cc12	-30.9	-0.1	-11.9	0.6	91.9	7.1	-3.1	10.7	98.9	-4.2
C/C(=N\OCC(=O)NCC(F)(F)F)c1cc2ccccc2o1	-17.6	0.0	-4.8	11.4	99.2	6.6	-3.8	0.0	101.7	-7.0
COc1ccc(OC)c(NC(=O)CSc2nnc(-c3ccco3)n2-c2ccc(C(=O)O)cc2)c1	·	-1.2	-38.5	-1.1	93.0	6.4	2.3	1.2	85.7	-0.6
CCCCOC(=O)C1C2C=CC3(CN(CCc4ccccc4)C(=O)C13)O2 (stereo not given)	·	-2.3	-28.9	4.8	95.2	3.3	·	7.6	97.9	-4.3
O=C(CSc1ccc2c(c1)OCCO2)NCCc1ccc(Cl)cc1Cl	20.0	-0.8	-17.4	-2.8	96.4	17.1	-14.9	12.0	88.7	-0.8
Cn1c(C(=O)O)c(CC(=O)NCC2COc3ccccc3O2)c2ccccc21 (stereo not given)	4.3	-0.2	10.7	-10.0	98.9	3.0	·	0.8	95.0	-11.1
CC(=O)N1CCN(S(=O)(=O)c2ccccc2)C1c1ccccc1 (stereo not given)	-16.8	-1.7	-6.0	0.1	103.2	3.6	0.7	2.4	92.8	-12.4
N#CC1=C(N)SC(N)=C(C#N)C1c1ccoc1	-15.1	-0.5	-16.6	-3.1	94.6	6.0	3.3	2.6	106.9	-16.3
COc1ccc(NC(=O)c2ccc(C#CC(C)(C)O)cc2)cc1	-7.4	-0.2	-22.5	2.9	92.3	9.1	-6.4	-0.3	80.4	-5.4
O=c1oc2ccc(Cl)cc2cc1-c1nnc(Nc2cccc(C(F)(F)F)c2)s1	-32.6	-3.9	-48.6	19.5	84.4	22.6	·	2.0	86.2	6.4
Cc1cccc(N2C(=O)c3cccc4c(N(C)CCO)ccc(c34)C2=O)c1	-15.9	-2.4	-23.8	17.2	93.9	8.8	1.3	-1.1	81.2	9.7
Cc1cccc(-c2nc(CS(=O)CC(=O)NCC3CCCO3)c(C)o2)c1 (stereo not given)	-11.9	0.1	-14.2	17.2	90.0	18.5	-0.4	4.6	110.0	-3.0
Cc1cccc(NS(=O)(=O)c2ccc3c(c2)OCCO3)c1	8.8	-4.4	3.7	11.9	90.7	1.7	-0.8	-0.5	82.6	4.6
Cc1ccccc1-c1ccc(C(=O)NCc2ccccc2)o1	·	-2.1	-36.5	2.9	95.6	1.8	·	3.8	97.4	1.5

Sorted by the number under GALR2 antag (rising): 3 from the list above.
canonical_smiles | GALR2 antag
COC(=O)c1cc(NC(=O)C2CC2)cc(C(=O)OC)c1 | -4.3
COCCOC(=O)c1c(C)oc2ccc(OCc3ccccc3)cc12 | 0.6
Cc1ccc(CC2CC(=O)N(c3cc(C)on3)C2=O)cc1 (stereo not given) | 7.1

Going on with the list:
SMILES	E-sel TNF inh	MRP1 act	Yeast growth inh	GALR2 antag	HCT116 bCat-KO	Measles CPE	Phagocyt inh	NPY Y2 blocker	PTEN del growth	Yeast lifespan up
CC(=O)c1cccc(NC(=O)CCS(=O)(=O)c2cccc3nonc23)c1	0.7	-0.8	-18.8	-10.8	97.6	10.6	-1.4	1.3	103.2	0.5
OCCOCCNc1ncnc2nc[nH]c12	33.0	-0.7	-4.1	3.7	92.2	16.9	-1.4	0.1	89.5	-3.5
CN(Cc1ccncc1)C1CC(=O)N(c2ccc(Cl)cc2)C1=O (stereo not given)	-7.8	0.9	6.9	-4.0	111.7	11.7	-0.1	2.1	95.1	-2.9
C(=N\n1cnnc1)/c1ccc2c(c1)OCCO2	-26.7	0.9	-1.2	1.2	98.2	13.5	-0.1	3.7	99.8	1.8
O=C(Nc1c(Cl)cccc1Cl)c1cc(=O)n(Cc2ccccc2)c(=O)[nH]1	·	-3.9	-42.6	-8.3	87.6	3.3	-0.1	2.1	98.0	-14.6
OCCCNCc1cccc2ccccc12	·	-2.6	0.7	-2.0	91.9	7.2	1.3	4.1	101.5	0.0
C=CCNC(=S)N1CCN(c2cccc(C(F)(F)F)c2)CC1	6.8	1.0	2.6	-4.3	99.2	3.6	-4.9	0.1	102.1	-7.6
NC(=O)c1ccccc1NC(=O)/C=C/C(=O)O	-10.1	-0.4	-32.8	1.2	105.2	19.1	0.7	-0.4	96.6	-9.2
